From PubChem BioAssay
POLB inh – blocks human DNA polymerase beta activity; Potency, µM (doses to about 114 µM), for the others: at the highest dose activity change, negative = inhibition, hits mostly inhibitors; hit rate 1.3% among 340,000; Pol beta primer extension/strand displacement, fluorescence kinetic; AID 485314; also: potency is read from the fitted curve at half-maximal effect; % is scaled to controls: 0 for no effect and ±100 for the full control effect
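Human Pol beta at 10 nM; strand-displacement substrate 50 nM final. Compound exposure 15 min at room temperature before start, reaction 10 min at room temperature.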
APE1 inh – inhibitors of human APE1 endonuclease; P27695; recombinant APE1, TAMRA/BHQ-2 abasic DNA cleavage fluorescence; Potency, µM (top dose mostly 65.8 µM), for the others: top-dose activity change, negative = inhibition, usual class: inhibitors; hit rate 0.35% among 350,000;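 also: potency is read from the fitted curve at half-maximal effect; plate controls were vehicle for no effect and reference inhibitor for full effect; nearly all actives have a fitted effect of over 55% in size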
Target sequence (P27695 whole entry, looked up): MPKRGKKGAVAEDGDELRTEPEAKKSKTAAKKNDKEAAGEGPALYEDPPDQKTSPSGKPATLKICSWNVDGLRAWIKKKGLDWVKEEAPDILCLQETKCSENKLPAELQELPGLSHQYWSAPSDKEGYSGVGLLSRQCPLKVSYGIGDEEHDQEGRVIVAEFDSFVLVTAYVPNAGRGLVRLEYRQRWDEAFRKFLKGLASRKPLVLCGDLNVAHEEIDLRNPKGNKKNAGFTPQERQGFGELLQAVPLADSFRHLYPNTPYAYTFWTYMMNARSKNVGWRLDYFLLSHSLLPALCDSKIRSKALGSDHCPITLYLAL
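Substrate: short duplex with […] THF abasic site, 5'-TAMRA and 3'-BHQ-2, 50 nM final. APE1 at 0.75 nM, preincubated 15 min RT with compound. Fluorescence increase from first to third read measured activity.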
Pol eta inh – DNA polymerase eta (human) inhibition. Q9Y253. recombinant Pol eta, fluorescent DNA replication assay. Potency, µM (series often up to 114 µM), without a hit: at the highest dose activity change, negative = inhibition, hits mostly inhibitors. hit rate 1.2% among 390,000. AID 588591; also: potency is read from the fitted curve at half-maximal effect; % is scaled to controls: 0 for no effect and ±100 for the full control effect
Target sequence (Q9Y253 whole entry, looked up): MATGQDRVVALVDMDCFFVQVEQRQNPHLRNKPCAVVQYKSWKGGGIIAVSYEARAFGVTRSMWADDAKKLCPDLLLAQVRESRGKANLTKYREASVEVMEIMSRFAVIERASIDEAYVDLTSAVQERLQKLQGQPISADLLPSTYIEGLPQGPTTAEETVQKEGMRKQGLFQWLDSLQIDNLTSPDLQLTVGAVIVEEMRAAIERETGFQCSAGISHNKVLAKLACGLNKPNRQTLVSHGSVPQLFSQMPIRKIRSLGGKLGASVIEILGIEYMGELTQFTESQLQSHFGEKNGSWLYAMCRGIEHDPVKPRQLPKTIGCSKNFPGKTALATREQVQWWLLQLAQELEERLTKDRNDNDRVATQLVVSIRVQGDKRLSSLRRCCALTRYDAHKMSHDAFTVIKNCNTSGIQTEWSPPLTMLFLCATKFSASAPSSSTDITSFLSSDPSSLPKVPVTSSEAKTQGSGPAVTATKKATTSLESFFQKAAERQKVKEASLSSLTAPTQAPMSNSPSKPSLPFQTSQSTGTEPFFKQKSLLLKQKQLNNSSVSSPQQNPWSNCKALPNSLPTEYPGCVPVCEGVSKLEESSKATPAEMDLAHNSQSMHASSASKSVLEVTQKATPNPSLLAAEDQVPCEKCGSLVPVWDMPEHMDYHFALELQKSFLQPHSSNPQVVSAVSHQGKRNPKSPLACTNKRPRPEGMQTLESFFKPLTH
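Pol eta at 10 nM preincubated with compounds 15 min at room temperature; reaction started with fluorescent substrate (50 nM final) and read kinetically at 0 and 10 min.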
Apoferritin bind – binds horse apoferritin like a general anesthetic | P02791 | apoferritin/1-aminoanthracene competitive binding, fluorescence | Potency, µM (highest dose often 77.5 µM), for inactives: top-dose activity change, negative = displacement, actives largely listed as inhibitors | hit rate 0.074% among 350,000; also: potency is read from the fitted curve at half-maximal effect; % is scaled to controls: 0 for no effect and ±100 for the full control effect; nearly all actives have a fitted effect of over 20% in size
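Horse-spleen apoferritin (10 uM) in 50% saturated 1-aminoanthracene in PBS was incubated 10 min at room temperature with compound. Fluorescence (ex 380, em 535 nm) was normalized to free and bound 1-AMA, with concentration-response fitted by a four-parameter Hill equation.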
RXFP1 antagonist – RXFP1 (human) relaxin receptor antagonism | Q9HBX9 | HEK293-RXFP1, relaxin-stimulated cAMP HTRF, 30 min; stronger effect = lower value | activity change, negative = inhibition, % at 57.5 µM | hit rate 0.59% among 350,000 | AID 1259400;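 active = activity change of -60% or lower, but not beyond a set lower limit; inconclusive = change between -60% and -40%, or beyond the set limit; inactive = change above -40%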; also: % is scaled to controls: 0 for no effect and ±100 for the full control effect
BLM inh – blocks DNA unwinding by human BLM helicase; P54132; recombinant BLM DNA unwinding, fluorescence dequenching; Potency, µM (doses to about 56.1 µM), inactives show top-dose activity change, negative = inhibition, most hits filed as inhibitors; hit rate 0.2% among 350,000; AID 2528;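 also: potency is read from the fitted curve at half-maximal effect; plate controls were vehicle for no effect and no enzyme for full effect; nearly all actives have a fitted effect of over 35% in size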
Pol iota inh – inhibitors of human DNA polymerase iota; Q9UNA4; Pol iota fluorescent replication assay, 10 min; Potency, µM (highest dose often 115 µM), inactives show top-dose activity, negative = inhibition, actives largely listed as inhibitors; hit rate 1% among 390,000; AID 588590; also: potency is read from the fitted curve at half-maximal effect
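Fluorescent replication assay read twice, at 0 min and 10 min after adding 50 nM (final) substrate. Enzyme (10 nM) and compounds were first incubated 15 min at room temperature; enzyme-free buffer wells were negative controls.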
POLK inh – inhibitors of human DNA polymerase kappa. hit rate 0.53% among 400,000. purified Pol kappa, fluorescent DNA synthesis assay, 10 min. Q9UBT6. AID 588579. Potency, µM (doses to about 107 µM), inactives show at the top dose activity, negative = inhibition, most hits filed as inhibitors; also: potency is read from the fitted curve at half-maximal effect; % is scaled to controls: 0 for no effect and ±100 for the full control effect
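50 nM final substrate added after 15 min RT preincubation of 10 nM Pol kappa with compound; fluorescence read at 0 and 10 min.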
PGK inhibitor – inhibitors of T. brucei phosphoglycerate kinase; P07378; PGK/GAPDH coupled, Kinase-Glo luminescence, 60 min; Potency, µM (doses to about 57.5 µM), for the others: at the highest dose activity change, negative = inhibition, actives largely listed as inhibitors; hit rate 0.043% among 380,000; also: potency is read from the fitted curve at half-maximal effect; % is scaled to controls: 0 for no effect and ±100 for the full control effect; nearly all actives have a fitted effect of over 60% in size
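Luminescent ATP detection (Kinase-Glo Plus) follows a 60-minute room-temperature incubation, with wells lacking PGK as controls. Buffer: 100 mM TEA (pH 7.6), 5 mM MgCl2, 0.01% Tween-20. Coupling enzyme GAPDH (100 nM final) supplies unstable 1,3-BPG in-well.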
Active calls of the source: *; i = inactive; ? = inconclusive; · = not tested or not shown; [ ] = dose if it differs, or a comment. Unless noted, calls follow the shape of the dose curve; as a rule, active = well fitted curve in the direction sought with a large enough effect; inconclusive = small, poorly fitted or top-dose-only effect, or another doubt; inactive = no such curve, though single readings can be large; an effect the other way counts as inactive or inconclusive. These rows are one share of the data. The share of hits here may be higher or lower than overall.

SMILES | POLB inh | APE1 inh | Pol eta inh | Apoferritin bind | RXFP1 antagonist | BLM inh | Pol iota inh | POLK inh | PGK inhibitor
Cc1ccc2cc(/C=N/NC(=O)[C@H](C)NC(=O)OC(C)(C)C)c(Cl)nc2c1 | 27.1% | 16.0% | -13.9% | -6.7% | -15.0 | -0.3% | 12.2% | 4.0% | -7.4%
CCN(C(=O)Cn1c(SCC(=O)NCc2ccccc2)nc2ccccc21)c1cccc(C)c1 | -14.8% | · | -16.2% | 40.6%[activator] | · | -1.5% | 2.7% | -2.6%[60.1 µM] | -9.8%
C/C=C/COC(=O)c1[nH]c2c(c1C)C(=O)CC(c1ccco1)C2 (stereo not given) | 22.4µM* | -4.4% | 22.4µM* | -14.8% | -6.2 | -15.2% | ? | 79.4µM* | -14.5%
O=C(CSC1=Nc2ccccc2C2=NC(Cc3ccccc3)C(=O)N12)Nc1ccccc1 (stereo not given) | -1.9% | · | -11.5% | -2.8% | 1.2 | 1.6% | -18.3% | -4.1%[60.1 µM] | 2.5%
CC(=O)Nc1ccc(NC(=O)CSc2nnc(NC(=O)c3ccc(Br)o3)s2)cc1 | 50.1µM* | -0.4% | 14.1µM* | -1.1% | -3.6 | -8.4% | ? | -28.8% | -11.9%
COc1ccc(/C=C/C(=O)Nc2cccnc2)cc1OC | -18.7% | -8.9% | -6.2% | -5.2% | 9.9 | -3.5% | 112.0%[activator] | -8.0% | -0.6%
CNS(=O)(=O)c1cn(CC(=O)Nc2ccc(C(C)=O)cc2)cc1S(=O)(=O)NC | ? | · | 2.1% | 4.4% | 2.7 | -0.9% | ? | 17.1% | 1.1%
CC(=O)C[C@@H](O)CC(=O)[C@@H]1OC(=O)CCCCCc2ccccc21 | · | 12.4% | -18.0% | · | · | · | 24.2% | -1.8% | 1.9%
CC(NC(=O)C1CCC(CNc2c(N3CCCCC3)c(=O)c2=O)CC1)c1ccccc1 (stereo not given) | -22.1% | -5.6% | -15.0% | -9.0% | -8.2 | -0.4% | -26.7% | -2.6% | -8.1%
Cc1ccnc(NS(=O)(=O)c2ccc3ccccc3c2)n1 | 32.6% | 4.7% | -12.2% | -5.5% | 2.3 | -5.3% | 90.6%[activator] | -4.9% | -12.3%
Cc1cc(NC(=O)c2c(F)cccc2F)n(-c2nc3ccccc3[nH]2)n1 | -18.7% | -4.1% | -4.5% | -16.0% | 21.0 | -9.6% | ? | -14.8% | -1.5%
Cc1ccc(NC(=O)c2nc(S(C)(=O)=O)ncc2N(Cc2cccc(F)c2)Cc2ccco2)cc1C | -15.8% | · | -13.7% | -6.4% | -12.3 | -7.7% | -1.5% | -22.0% | 1.8%
CCc1ccc(NC(=O)Cc2ccc(OC)cc2)cc1 | 26.2% | -4.8% | · | -11.3% | · | -0.3% | · | · | ·
O=C(CSCc1c(Cl)cccc1Cl)NN=C1CCCC1 | -18.4% | 8.5% | -19.8% | ? | -7.8 | -6.5% | 73.0%[activator] | -10.4% | 1.4%
COc1ccc(-n2nc(C(=O)NCC(=O)N3CCOCC3)c3ccccc3c2=O)cc1OC | 36.9% | 41.5% | 3.7% | 3.0% | -3.9 | -2.8% | 21.5% | -3.4% | -8.0%
CC(=O)c1ccc(OCCCC(=O)Nc2cc(Cl)ccc2-n2cncn2)cc1 | 21.3% | 11.4% | -3.2% | -5.1% | -4.5 | -5.7% | 9.8% | -6.4% | -0.9%
COc1ccc(OCCSc2nc(C)nc3ccccc23)cc1 | 2.6% | 1.9% | -11.3% | ? | -8.5 | -10.2% | -15.4% | -13.3% | 3.5%
COc1ccc(NC(=O)C2CCCN(C(=O)c3cnn(-c4ccccc4)c3-n3cccc3)C2)cc1 (stereo not given) | 33.6%[activator] | · | -14.9% | 1.2% | · | -13.8% | 15.1% | -8.6% | 0.5%
COc1ccc(-n2ncc3c(NCc4ccco4)ncnc32)cc1 | -27.9% | -4.2% | -14.7% | -18.8% | -7.8 | -5.1% | -6.3% | -9.8% | 7.4%
N#CCSc1nc2ccc(N3CCCCC3)cc2c(=O)n1Cc1ccccc1 | 9.1% | -3.3% | -1.7% | -1.7% | -11.9 | -8.3% | ? | -18.7% | -5.8%
COc1cccc(/C=N/NC(=O)CNC(=O)COc2ccccc2)c1O | 17.4% | -3.1% | -18.0% | ? | 8.1 | 0.6% | -13.3% | -4.6% | -9.0%
O=C(N/N=C/c1cccc(O)c1)c1ccc(COc2ccccc2Br)cc1 | -0.3% | -0.8% | ? | ? | ? | -15.8% | 6.4% | -10.6% | -6.8%
Cc1ccc(C(=O)N2N=C(c3ccc(NS(C)(=O)=O)cc3)CC2c2cccs2)cc1 (stereo not given) | 7.7% | 1.6% | -7.1% | -4.2% | 1.5 | -10.9% | -9.4% | -9.4% | -2.7%
CCCCOC(=O)Cn1c(=N)n(CCN(CC)CC)c2ccccc21 | -10.8% | -3.5% | -21.0% | -16.3% | -6.2 | -0.2% | -4.4% | -12.1% | 0.4%
COc1ccccc1/C=C/C(=O)NCC(=O)N/N=C(/C)c1ccc(Cl)cc1 | 13.2% | -10.4% | 1.8% | -20.5% | 11.0 | -5.4% | -7.1% | -3.3% | -0.9%
(next part)
SMILES | POLB inh | APE1 inh | Pol eta inh | Apoferritin bind | RXFP1 antagonist | BLM inh | Pol iota inh | POLK inh | PGK inhibitor
COc1ccc(NC(=O)c2nnn(Cc3ccccc3C)c2N)c(OC)c1 | 51.2% | · | -6.7% | -3.7% | -1.5 | -6.8% | -8.4% | -7.9% | -1.8%
Cc1ccc(S(=O)(=O)N2CCCC2C(=O)NCCc2nc3ccccc3[nH]2)cc1 (stereo not given) | 23.0% | -9.8% | 5.7% | -3.5% | 3.6 | 3.6% | 10.0% | -13.8% | -3.2%
O=C(c1ccc(S(=O)(=O)N2CCOCC2)cc1)N1CCN(S(=O)(=O)c2ccc(Cl)s2)CC1 | 3.3% | 0.3% | -6.5% | -5.4% | -1.0 | -1.9% | 31.7%[activator] | -1.8% | -7.3%
Cc1ccc2oc(-c3cccc(NC(=S)NC(=O)c4cccs4)c3)nc2c1 | -9.9% | 0.1% | 2.0% | 0.2% | -6.8 | 0.4% | 32.0%[activator] | 3.5% | 1.7%
COc1cc2c(cc1OC)CN(C(=O)CCNS(=O)(=O)c1ccccc1F)CC2 | 36.0% | 6.8% | -14.4% | -1.0% | -6.0 | -5.2% | 49.0%[activator] | -9.9% | -8.0%
COc1ccccc1CNC(=O)COC(=O)Cc1ccc(Cl)cc1 | -22.2% | 2.3% | -2.7% | -9.2% | -8.7 | -0.9% | -0.8% | 1.8%[60.1 µM] | -8.5%
O=C(Nc1cccc(C(F)(F)F)c1)c1cccnc1N1CCN(CCO)CC1 | 32.2% | -0.8% | -21.7% | -7.4% | -2.2 | -5.4% | 24.1% | -2.5% | -1.8%
O=S(=O)(Nc1ccc2c(c1)OCCO2)c1c(F)cccc1F | 0.6% | 27.9% | -8.4% | -19.4% | -14.2 | 2.8% | 51.7%[activator] | 4.6% | -4.9%
CC(C)CCN1C(=O)c2ccc(C(=O)Nc3ccc(O)cc3C(=O)O)cc2C1=O | 37.3% | 8.3% | -10.8% | -0.1% | 7.4 | -4.1% | 18.5% | -15.0% | -4.4%
CCC(C)N(C(=O)c1csnn1)C(C(=O)NC1CCCC1)c1ccc(F)cc1 (stereo not given) | -2.1% | 41.3% | -3.0% | -2.7% | -7.4 | -4.9% | 42.0%[activator] | -1.6% | -6.2%
O=C(C(Sc1ccccc1)c1ccc(Br)cc1)N1CCOCC1 (stereo not given) | 14.7% | 5.5% | -10.5% | -9.0% | 5.3 | 1.8% | 28.5% | 7.3% | i
O=C1OC2(CCCCC2)OC(=O)C1=CNc1ccc2c(c1)OCO2 | 4.9% | 1.7% | -0.1% | -10.5% | -7.4 | -2.8% | 13.2% | -1.6% | -6.2%
Cc1ccc(NC(=S)NC2CCCCC2)cc1S(=O)(=O)N(C)C | 0.1% | ? | -11.8% | -17.9% | 9.7 | -12.5% | 67.7%[activator] | 0.0% | -3.4%
Cc1cccc(NS(=O)(=O)c2ccc(C)c(C(=O)NCC(c3cccs3)N3CCOCC3)c2)c1 (stereo not given) | · | · | -16.6% | · | -4.3 | · | 26.4% | 5.3% | 1.2%
CC[C@H](C)[C@@H]1NC(=O)c2cc([N+](=O)[O-])cc(I)c2SC[C@@H](C(N)=O)NC(=O)[C@H](CCCCN)NC1=O | -16.4% | ? | -27.3% | -17.0% | · | -14.3% | 17.4% | 9.5% | i
O=C(Nc1ccc(OCc2cc(=O)n3ccccc3n2)cc1)c1ccccc1Cl | 19.7% | · | 11.5% | -3.3% | 7.8 | -22.5% | -13.9% | -5.9%[60.1 µM] | -9.0%
CCOc1ccc(-c2nnc(SCC(=O)Nc3cc(F)ccc3F)o2)cc1 | -23.5% | · | 0.4% | -4.4% | · | -2.0% | -2.8% | -20.7% | -5.5%
N#Cc1ccccc1OCC(=O)Nc1ccc(N2CCOCC2)cc1N1CCOCC1 | · | -17.2% | -2.2% | · | 2.0 | · | 14.2% | 10.8% | -1.8%
NC(=O)Cn1nnc(-c2ccccc2NC(=O)c2cnccn2)n1 | 32.3% | 13.2% | 7.1% | 0.2% | -2.6 | -3.2% | -6.7% | -20.5% | -1.8%
O=C(NC(c1ccccc1)c1c(O)ccc2ccccc12)c1ccccc1Cl (stereo not given) | 1.6% | -0.2% | -4.6% | -15.3% | -8.8 | -13.1% | -3.4% | -6.4% | -0.3%

3 entries picked at random from the list so far:
SMILES | POLB inh | APE1 inh | Pol eta inh | Apoferritin bind | RXFP1 antagonist | BLM inh | Pol iota inh | POLK inh | PGK inhibitor
Cc1ccc(S(=O)(=O)N2CCCC2C(=O)NCCc2nc3ccccc3[nH]2)cc1 (stereo not given) | 23.0% | -9.8% | 5.7% | -3.5% | 3.6 | 3.6% | 10.0% | -13.8% | -3.2%
NC(=O)Cn1nnc(-c2ccccc2NC(=O)c2cnccn2)n1 | 32.3% | 13.2% | 7.1% | 0.2% | -2.6 | -3.2% | -6.7% | -20.5% | -1.8%
COc1cc2c(cc1OC)CN(C(=O)CCNS(=O)(=O)c1ccccc1F)CC2 | 36.0% | 6.8% | -14.4% | -1.0% | -6.0 | -5.2% | 49.0%[activator] | -9.9% | -8.0%
